LYPLA1 inh: counter-screen for PME1 inhibitors: inhibitors of human LYPLA1; hit rate 0.16% among 320,000; inhibition, % at 5.9 µM; AID 2174; recombinant LYPLA1, FP-Rh probe fluorescence polarization;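 active means inhibition above the mean of all tested compounds plus 3 SD, set per campaign, cut at about 14% in these data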;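 further: inhibitors block serine hydrolase probe labeling of LYPLA1 so polarization falls; 0% = enzyme with DMSO and 100% = wells lacking LYPLA1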
LYPLA2 counter: counter-screen for PME1 inhibitors: inhibitors of human LYPLA2 | O95372 | recombinant LYPLA2, FP-Rh probe fluorescence polarization | inhibition, % at 5.9 µM | hit rate 0.38% among 320,000;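 active means inhibition above the screen-wide mean plus 3 SD, limit set per campaign, cut at about 26% in these data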;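 further: 0% = LYPLA2 with DMSO and 100% = wells lacking LYPLA2 enzyme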
Target sequence (O95372 whole entry, looked up): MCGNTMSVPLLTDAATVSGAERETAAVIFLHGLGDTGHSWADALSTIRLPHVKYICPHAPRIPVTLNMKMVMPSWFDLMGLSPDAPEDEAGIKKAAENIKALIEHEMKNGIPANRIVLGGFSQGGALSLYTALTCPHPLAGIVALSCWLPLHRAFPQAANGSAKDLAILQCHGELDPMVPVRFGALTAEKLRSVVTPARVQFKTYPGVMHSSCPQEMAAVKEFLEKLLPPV
PAFAH1B2 inh: blocks human PAF acetylhydrolase 1b catalytic subunit 2; P68402; recombinant PAFAH1B2, FP-rhodamine activity probe, fluorescence polarization; inhibition, % at 3.39 µM; hit rate 1.2% among 340,000;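 active means inhibition above the mean of all tested compounds plus 3 SD, cut at about 24% in these data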;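 further: 0% = enzyme with DMSO and 100% = wells lacking PAFAH1B2; many of its hits are not listed in these tables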
PAFAH2 inh: PAFAH2 (human) inhibition; inhibition, % at 3.39 µM; hit rate 0.99% among 340,000; recombinant PAFAH2, FP-rhodamine activity probe, fluorescence polarization;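 active means inhibition above the mean over all tested compounds plus 3 SD, cut at about 30% in these data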;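 further: inhibitors block probe labeling of enzyme so polarization drops; 0% = enzyme with DMSO and 100% = wells lacking PAFAH2 protein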
ZTA counter: ZTA (EBV) inhibition in EBNA-1 counter-screen | P03206 | ZTA-DNA binding, fluorescence polarization | inhibition, % at 11 µM | hit rate 0.15% among 320,000 | AID 2234; in the data active means inhibition above about 33%
PAFAH1B3 inh: inhibitors of human PAFAH1B3; Q15102; recombinant PAFAH1B3, FP-rhodamine probe, fluorescence polarization; inhibition, % at 3.39 µM; hit rate 0.28% among 340,000; AID 492972;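 active means inhibition above the screen-wide average of all tested compounds plus 3 SD, cut at about 25% in these data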;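 further: 0% = enzyme with DMSO only and 100% = wells lacking PAFAH1B3 protein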
Target sequence (Q15102 whole entry, looked up): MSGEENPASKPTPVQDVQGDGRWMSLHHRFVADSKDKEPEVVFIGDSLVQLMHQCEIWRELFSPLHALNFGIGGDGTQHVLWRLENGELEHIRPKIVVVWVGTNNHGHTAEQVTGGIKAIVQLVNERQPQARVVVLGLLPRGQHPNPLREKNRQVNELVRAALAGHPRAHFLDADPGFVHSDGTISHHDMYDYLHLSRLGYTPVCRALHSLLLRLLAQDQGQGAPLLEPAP
pPAFAH FP inh: pPAFAH (human) enzyme inhibition; Q13093; recombinant pPAFAH, FP-rhodamine probe fluorescence polarization; inhibition, % at 3.39 µM; hit rate 1.5% among 330,000; AID 463082;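 active means inhibition above the mean inhibition across the screen plus 3 SD, cut at about 25% in these data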;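 further: inhibitors block binding of the rhodamine activity-based probe so polarization drops; 0% = enzyme with DMSO and 100% = wells lacking pPAFAH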
Target sequence (Q13093 whole entry, looked up): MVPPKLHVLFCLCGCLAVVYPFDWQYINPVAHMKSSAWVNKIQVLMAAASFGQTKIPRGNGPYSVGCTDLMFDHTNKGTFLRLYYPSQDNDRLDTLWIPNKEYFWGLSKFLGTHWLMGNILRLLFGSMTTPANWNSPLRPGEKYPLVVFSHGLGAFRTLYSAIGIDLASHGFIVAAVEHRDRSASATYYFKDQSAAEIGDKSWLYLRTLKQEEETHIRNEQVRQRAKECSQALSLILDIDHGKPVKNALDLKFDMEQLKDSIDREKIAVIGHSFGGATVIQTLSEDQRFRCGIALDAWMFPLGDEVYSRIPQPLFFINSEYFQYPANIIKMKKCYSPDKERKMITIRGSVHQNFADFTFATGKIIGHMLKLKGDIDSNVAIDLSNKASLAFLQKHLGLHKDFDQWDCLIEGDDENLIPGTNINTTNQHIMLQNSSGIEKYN
PREPL inhibitor: inhibitors of human prolyl oligopeptidase-like enzyme PREPL. Q4J6C6. recombinant PREPL, fluorescence polarization activity-based probe. inhibition, % at 5.96 µM. hit rate 0.68% among 320,000. AID 2751; in the data active means inhibition above about 43%;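 further: 0% = enzyme with DMSO and 100% = wells lacking enzyme; many of its hits are not listed in these tables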
EBNA-1 inhibitor: blocks EBNA-1 binding to DNA; EBNA-1 DNA binding, fluorescence polarization; inhibition, % at 14.8 µM; hit rate 0.34% among 300,000; in the data active means inhibition above about 28%
Numbers without * were called inactive; / = not tested or not shown; & = joins results of further samples. Some of the compounds tested (hit frequency here may not be typical).

Start of the data: the first 2 records (preview)
Below each compound: PAFAH1B2 inh	PREPL inhibitor	LYPLA1 inh	PAFAH1B3 inh	PAFAH2 inh	LYPLA2 counter	pPAFAH FP inh	ZTA counter	EBNA-1 inhibitor
- CN(C)S(=O)(=O)c1cccc(NC(=O)Cc2ccc(Cl)cc2)c1
→ 11	11	0	9	-1	-2	1	3	5
- CC1(C)Cc2ccccc2-c2nnc(-c3cccc(O)c3)n21
→ 1	-15	-1	3	4	4	-1	0	-3

All compounds of this part, from the start:
Below each compound: PAFAH1B2 inh	PREPL inhibitor	LYPLA1 inh	PAFAH1B3 inh	PAFAH2 inh	LYPLA2 counter	pPAFAH FP inh	ZTA counter	EBNA-1 inhibitor
- CN(C)S(=O)(=O)c1cccc(NC(=O)Cc2ccc(Cl)cc2)c1
→ 11	11	0	9	-1	-2	1	3	5
- CC1(C)Cc2ccccc2-c2nnc(-c3cccc(O)c3)n21
→ 1	-15	-1	3	4	4	-1	0	-3
- COc1ccccc1CCNS(=O)(=O)c1ccc(C(=O)O)n1C
→ 5	-1	0	-2	9	0	5	2	1
- O=c1oc2ccccc2nc1/C=C(O)/C=C\c1ccccc1
→ 6	17	-3	-2	2	3	33*	-24	-9
- Cc1ccc(S(=O)(=O)N2CCN(S(=O)(=O)c3ccc(C)cc3)C2c2ccccc2)cc1
→ 10	-12	-6	4	2	-7	4	-20	-9
- O=C(NCc1ccc(Cl)cc1)NCc1ccc(Cl)cc1
→ 5	-7	-1	-2	-1	-2	-4	3	-3
- O=S(=O)(NCc1ccccn1)c1ccccc1
→ 4	-5	0	7	-1	-2	2	11	5
- O=C(CCCN1C(=O)c2ccccc2C1=O)N1CCc2ccccc2C1
→ 2	-16	-2	-3	-5	7	4	6	17
- C#CC(C)(C)NC(=O)c1cnc(-c2ccccc2)nc1-c1ccccc1
→ 4	1	-2	-1	-1	4	4	25	9
- C=CCN(c1ccc(C(=O)NCCN2CCOCC2)cc1)S(C)(=O)=O
→ -3	12	2	8	1	3	2	-3	-4
- COc1ccccc1-c1nc2cc(Cl)ccc2c(=O)n1O
→ 10	12	7	15	-2	-5	5	-19	-9
- Cc1ccc(SCC2(O)CCN(C(=O)c3ccc(Cl)cc3)CC2)cc1
→ 6	8	1	-2	-2	19	28*	-20	3
- CCC(C)(C)NC(=O)Cc1ccc(F)cc1
→ /	9	0	/	/	4	3	-5	-5
- Cc1ccc(C(=O)CSc2ccccc2C(=O)O)cc1
→ 10	11	-2	9	-1	-1	0	1	-11
- Cn1c(=O)cc(N2CCc3ccccc32)[nH]c1=O
→ 6	6	-1	6	7	2	-2	6	1
- COC(=O)c1ccc(-n2nnnc2SCC(=O)NCc2cccc(C(=O)O)c2)cc1
→ 0	-4	-5	8	0	-6	-5	-6	-4
- c1coc(-c2nc3nc4ccccc4nc3n2CC2CCCO2)c1 (stereo not given)
→ 3	4	1	5	-6	-1	-5	2	-5
- CC1(C)CC(NC(=O)Nc2ccc([N+](=O)[O-])cc2)CC(C)(C)N1
→ 2	16	1	-2	4	-1	0	-11	1
- CCCCN(CCCC)C(=O)CSc1nnc(-c2cc(OC)c(OC)c(OC)c2)o1
→ 1	-4	-9	-2	-6	-5	-4	-11	-7
- Cc1ccc(NC(=O)N(CCCN2CCOCC2)Cc2cccnc2)cc1C
→ -2	0	1	-5	-1	5	9	-1	3
- CC1(C)Oc2ccc3ccc(=O)oc3c2/C(=C/Nc2cccc(O)c2)C1=O
→ /	14	-10	/	/	-10	3	-24	-9
- CCOC(=O)c1cc(-c2ccc(C)cc2)n(CCC(=O)NCCN(C)C)c1C
→ -3	28	2	-1	-5	3	4	-11	6
- CCc1noc(C)c1C(=O)N1CCCSC1=Nc1ccccc1Cl
→ 1	13	0	3	-1	1	-1	-6	-12
- CCCc1nc2ccccc2c(=O)n1CC(=O)c1ccc(OC)cc1
→ 2	15	-5	6	1	-9	-7	-5	-3
- CC(CC(=O)NCc1ccco1)S(=O)(=O)c1ccc2c(c1)CCN2C(=O)C1CC1 (stereo not given)
→ 0	0	0	0	12	0	-1	-3	3
- CC[C@@H]1C(c2ccccc2)=NN(c2ccc(Br)cc2)[C@H]1C(=O)N1CCOC1=O
→ 4	/	/	5	9	/	9	/	/
- O=c1[nH]c(=S)[nH]c2c1CN(Cc1ccc(F)cc1)CC2
→ 0	21	1	-5	2	-3	1	3	-6
- COc1cnc(-c2ccccc2)nc1Sc1ccccc1
→ 3	9	-2	11	-6	-7	-3	-3	3
- CCOC(=O)c1c(/N=C/C2=C(O)CC(C)(C)CC2=O)sc(C(C)=O)c1C
→ 0	0	-1	-2	-4	-4	0	-3	-2
- COc1ccc(C(=O)Nc2cc(C)c(NC(=O)c3ccccc3OC)cn2)cc1
→ 0	-10	-6	0	-8	-3	3	-16	-7
- CCn1nc(NS(=O)(=O)c2ccccc2)c2cc3ccc(C)cc3nc21
→ 3	16	-2	7	2	-1	7	-8	-7
- COC(=O)C1CCN(C(=O)COC(=O)CNS(=O)(=O)c2ccc(SC)c([N+](=O)[O-])c2)CC1
→ 3	14	-1	18	8	-6	4	-5	8
- Cc1n[nH]c(C)c1CNCc1c(C(=O)N2CCCCCCC2)nc2ccc(Cl)cn12
→ 3	9	0	10	0	0	2	-10	-2
- Cc1cc(NC(=O)CCC(=O)N(c2ccc(F)cc2)C(C(=O)NC2CCCC2)c2ccncc2)no1 (stereo not given)
→ 6	-2	-1	3	-4	5	2	4	-2
- C=C1N(CCCCCC(=O)O)C(=O)OC12CCCCC2
→ 1	2	2	-2	-4	1	3	-7	4
- Cn1c(Cl)c(C(=O)Nc2ccccc2)c2ccccc21
→ -1	4	-3	5	-5	-4	7	7	8
- CCCCN1CC(=O)N2[C@H]3c4ccc(OC)cc4OC[C@@H]3[C@H](c3ccccc3)[C@]2(C)C1=O
→ -1	4	-1	-3	1	-1	-2	8	/
- O=C(CSc1nnc(Cc2cccs2)n1C1CCCCC1)N1CCCc2ccccc21
→ 9	9	1	-4	11	5	5	2	4
- Cc1cc(C(=O)COC(=O)c2ccc(O)cc2)c(C)n1CC1CCCO1 (stereo not given)
→ 3	9	1	0	18	0	7	14	-3
- CSc1nc2ccc(S(=O)(=O)N3CCCC3)cc2s1
→ 2	3	-1	6	-8	4	5	-11	7
- CCN(C(=O)CSc1nnc(-c2c[nH]c3ccccc23)n1C1CC1)C1CCS(=O)(=O)C1 (stereo not given)
→ 5	-6	-2	2	-7	2	1	3	/
- Cn1nnnc1SCc1nc2ccccc2s1
→ 8	-5	-2	14	0	-4	1	-2	-8
- N#Cc1cc2c(=O)n3ccccc3nc2n(-c2ccc(Cl)cc2)c1=O
→ 12	3	-1	7	-3	-7	4	16	1
- COc1cc(C(=O)N2CCC(NC(=O)C(Cc3ccc(C(C)C)cc3)NC(C)=O)CC2)cc(OC)c1OC (stereo not given)
→ 2	-2	2	-7	1	9	3	-8	0
- Cc1ccc(NC(=S)NCC2CCCO2)cc1 (stereo not given)
→ 2	-4	-1	2	-12	3	0	16	-5
- O=C(NCc1cccs1)C(Cc1ccccc1)n1cccc1 (stereo not given)
→ 8	1	0	-1	-3	1	-2	-2	1
- CC1C(=O)N2CCCc3cc(S(=O)(=O)N4CCCCC4)cc1c32 (stereo not given)
→ 5	4	3	9	-3	1	-7	2	-20
- CCn1c(SCC(=O)OCC(=O)N2c3ccccc3NC(=O)C2(C)C)nnc1-c1ccco1
→ 4	16	0	7	10	0	3	5	6
- COC(=O)c1ccc(-n2ccnc2)cc1
→ -3	1	1	2	-1	1	2	-10	-2
- Nc1nnc(C(=O)c2ccccc2N)s1
→ 3	5	0	0	7	1	3	-5	6
- Cc1cccc(N2CCN(C(=O)CCCn3c(=O)c4cccn4c4cccnc43)CC2)c1C
→ 4	-28	-2	-1	-1	14	13	-2	5
- S=C(NNc1ccc2ccccc2c1)NC1CCCCC1
→ 1	15	-3	0	3	0	4	15	3
- COC(=O)CSc1nnc(CNC(=O)Cc2ccccc2)n1C
→ 0	7	0	-1	1	0	2	19	1
- C/C(=N\NC(=O)Cc1csc(N2CCOCC2)n1)c1ccc(Cl)c(Cl)c1
→ 3	21	0	10	25	7	6	-12	1
- CCOC(=O)N1CCN(c2nc(-c3ccc(F)cc3)cs2)CC1
→ 4	17	6	10	6	6	2	-17	3
- Cc1ccc(CN2CCC(n3nccc3NC(=O)CCOc3ccccc3)CC2)o1
→ 2	10	0	3	4	-3	0	-11	1
- O=C1CSC(c2ccccc2)N1c1nc(-c2ccc(Cl)cc2Cl)cs1 (stereo not given)
→ 0	4	-1	-3	7	-1	-2	-1	-6
- Cc1ccc(S(=O)(=O)NCCOCCNS(=O)(=O)c2ccc(C)cc2)cc1
→ 5	8	-3	2	4	6	3	7	-1
- Cc1cc(C)cc(-n2c(C)cc(C(=O)CSc3nnnn3C)c2C)c1
→ 4	-9	1	3	10	8	4	-1	1
- O=C(Nc1cccnc1)c1cnn2c(C(F)F)cc(C3CC3)nc12
→ 0	10	4	3	-2	11	5	-17	-2

The list goes on:
Below each compound: PAFAH1B2 inh	PREPL inhibitor	LYPLA1 inh	PAFAH1B3 inh	PAFAH2 inh	LYPLA2 counter	pPAFAH FP inh	ZTA counter	EBNA-1 inhibitor
- CC(=O)N/C(=C\c1ccc(F)cc1)C(=O)NC(C(=O)O)C(C)C (stereo not given)
→ 6	-3	-2	2	9	3	1	14	1
- COc1ccc(/C(=N\O)c2ncc(C(F)(F)F)cc2Cl)cc1
→ -2	-4	-1	0	-20	-1	0	10	0
- Cc1cc(N=Nc2ccc(Cl)cc2)cc(CN2CCOCC2)c1O
→ 2	12	1	5	1	8	4	5	3
- COC(=O)c1ccccc1NC(=O)/C=N/O
→ 5	8	1	20	8	4	2	-5	-9
- CCOc1ccc2ccccc2c1C(=O)N[C@@H]1C(=O)N2[C@@H]1SC(C)(C)[C@@H]2C(=O)O
→ -1&0	6&13	-2&1	5&1	-8&-4	4&3	5&-1	-3&6	5&0
- Cc1cc(C)c(NC(=O)/C(=C/c2ccco2)c2ccccc2)c(C)c1
→ -4	12	1	0	-7	7	1	15	6
- COc1ccc(NC(=O)CN(C)CC(=O)c2c(C)[nH]c3ccccc23)cc1
→ -4	-16	-4	7	-7	-7	3	10	/
- Cc1ccsc1C(=O)C1CCCN(Cc2cn(C)nc2-c2ccccc2)C1 (stereo not given)
→ 0	9	-1	6	0	4	0	-1	16
- CCCN1Cc2cccc(C(=O)NCCc3ccccc3)c2C1=O
→ 5	10	-2	5	-7	1	6	-13	2
- CN(CC1CCCO1)S(=O)(=O)c1ccc(C(=O)Nc2nccs2)cc1 (stereo not given)
→ -1	11	1	8	-8	-6	0	-13	-8
- COc1ccccc1-n1c(CNC(=O)c2ccccc2)nnc1SCC(=O)Nc1nnc(C)s1
→ -1	-1	0	7	4	0	5	4	4
- Cc1ccccc1C(=O)/C=C1/c2ccccc2CC(C)(C)N1C
→ 2	12	2	1	2	1	5	3	5
- Cc1nn(-c2ccc(F)cc2)c(Cl)c1/C=C(\CC(=O)O)c1nc2ccccc2s1
→ 4	11	-2	-2	6	11	17	14	-1
- COCCCn1c(O)c(/C=C2\N=C(C#N)C(=Nc3ccc(C)cc3)O2)sc1=S
→ -3	4	-5	4	-5	-9	7	-8	5
- O=C(CCCCCn1c(=S)[nH]c2ccccc2c1=O)NCc1ccc2c(c1)OCO2
→ -2	9	1	0	4	-3	8	5	32*
- CC(=O)Oc1ccc(C(=O)Nc2cccc(NC(=O)c3ccco3)c2)cc1
→ 5	7	-2	2	-14	-2	4	-15	4
- CN(C)c1nc(NS(=O)(=O)c2ccc(Cl)cc2)nc(N(C)C)n1
→ 0	2	2	10	1	4	4	0	5
- CC(C)(C)NC(=S)N1CCC(C(=O)c2ccc(Cl)cc2)CC1
→ 1	2	-1	-1	1	-1	9	10	1
- Cc1ccc(S(=O)(=O)N(C)CC(=O)NNC(=O)Cc2ccccc2F)cc1
→ 9	12	/	3	6	/	-4	/	/
- Cc1cc(C)cc(NC(=O)c2cc3c(=O)n4ccccc4nc3s2)c1
→ -2	-5	-5	-25	-25	-12	6	7	-4
